NadD inh: inhibitors of S. aureus NadD, primary screen, biochemical, colorimetric, uHTS; Nicotinate-nucleotide adenylyltransferase NadD (Staphylococcus aureus N315); 0.78% of 360,000 active; inhibition, % at 20 µM; AID 602399, 2012; purified NadD enzyme, colorimetric absorbance read-out; in the data active means inhibition above about 26%; further: some compounds past the cut are filed as inactive
MT1-MMP act inh: blockers of MT1-MMP proenzyme processing, primary screen, HT1080 RFP-PRO-GFP cells, GFP/RFP fluorescence. GFP/RFP ratio fluorescence, overnight; percent of plate control window, DMSO zero. Matrix metalloproteinase-14 (Homo sapiens), P50281. AID 651647, 2012. 0.061% of 360,000 active. GFP/RFP ratio change, % at 20 µM;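 active means GFP/RFP ratio change of at least 30% with cell ATP level not reduced by more than half and red fluorescence within 50% of control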; further: strong numbers were not always called active
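Assay system – RFP-PRO-GFP reporter HT1080 cells · Compound dosing – single dose of 20 µM compound, 1% DMSO final · Incubation – overnight compound exposure at 37 °C · Measure – GFP/RFP fluorescence ratio · Benchmarks – DMSO wells and RFP-L50D-GFP cells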
SUMO1 PPI mod: modulators of SUMO1 protein-protein interactions, primary screen, biochemical, uHTS; AID 602429, 2012; Small ubiquitin-related modifier 1 (Homo sapiens), P63165; inhibition, % at 20 µM; 0.33% of 360,000 active; SUMO1 binding to a labelled peptide, TR-FRET, 1 h; in the data active means inhibition above about 37%
Target sequence (P63165 whole entry, looked up): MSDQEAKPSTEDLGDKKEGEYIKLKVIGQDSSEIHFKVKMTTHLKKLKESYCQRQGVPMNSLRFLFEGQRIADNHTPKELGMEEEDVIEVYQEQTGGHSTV
LMPTP block: LMPTP phosphatase inhibitors, primary screen, biochemical, fluorescence intensity, uHTS. recombinant LMPTP-A, OMFP fluorogenic substrate. 0.22% of 360,000 active. inhibition, % at 20 µM. AID 651560, 2012;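 active means compounds that cut the enzyme signal by at least half of the control window in the single-dose screen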;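 further: plate controls were DMSO wells with enzyme plus substrate for no effect and substrate without enzyme for full effect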
Target sequence (P24666 whole entry, looked up): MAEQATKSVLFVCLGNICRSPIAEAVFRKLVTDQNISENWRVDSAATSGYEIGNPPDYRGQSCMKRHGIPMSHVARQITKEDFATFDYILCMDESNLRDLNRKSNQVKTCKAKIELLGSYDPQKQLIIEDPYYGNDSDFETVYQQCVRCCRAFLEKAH
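Test system: LMPTP-A, protein tyrosine phosphatase of low molecular weight; Input: 0.625 nM enzyme; Incubation: 50 min dark incubation at room temperature; Signal: endpoint fluorescence intensity from OMFP dephosphorylation; Read-out basis: % inhibition versus control wells.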
STEP block: STEP phosphatase inhibitors, primary screen, biochemical, fluorescence intensity, uHTS; recombinant STEP, OMFP fluorogenic substrate; inhibition, % at 20 µM; 0.25% of 360,000 active; AID 588621, 2011;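 active means inhibition at 20 µM, scaled per plate between control wells, above about 37%, limit read from the data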;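 further: 0% = DMSO with enzyme and substrate and 100% = substrate only without enzyme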
Target sequence (P54829 whole entry, looked up): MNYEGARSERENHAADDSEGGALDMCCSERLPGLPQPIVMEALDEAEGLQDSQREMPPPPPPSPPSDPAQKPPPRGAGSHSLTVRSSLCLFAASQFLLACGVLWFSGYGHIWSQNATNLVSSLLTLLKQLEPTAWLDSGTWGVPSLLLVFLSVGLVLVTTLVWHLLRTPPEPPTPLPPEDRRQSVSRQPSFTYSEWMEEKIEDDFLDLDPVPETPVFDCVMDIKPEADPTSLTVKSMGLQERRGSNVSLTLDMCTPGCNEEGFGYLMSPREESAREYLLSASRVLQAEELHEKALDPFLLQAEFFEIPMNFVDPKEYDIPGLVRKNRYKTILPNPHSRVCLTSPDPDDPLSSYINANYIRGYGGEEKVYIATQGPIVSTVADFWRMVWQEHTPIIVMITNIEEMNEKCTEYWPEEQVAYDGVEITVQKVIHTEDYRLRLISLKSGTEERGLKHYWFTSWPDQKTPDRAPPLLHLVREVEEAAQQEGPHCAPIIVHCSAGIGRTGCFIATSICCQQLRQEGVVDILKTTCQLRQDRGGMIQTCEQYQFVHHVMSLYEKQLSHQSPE
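Assay system: isolated STEP enzyme. Buffer or medium: pH 6.0 Bis-Tris with DTT and Tween 20. Also added: fluorogenic phosphatase substrate OMFP at 25 µM final. Dosing: 20 µM, 1% DMSO. Timing: 20 min reaction, room temperature, in the dark. Measured by: fluorescence intensity, excitation 480 nm, emission 540 nm. Evaluation: normalized % inhibition.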
SKN-1 block: suppressors of acrylamide-induced Pgst-4::GFP reporter in worms, primary screen, SKN-1 inhibitor project, whole organism, uHTS, GFP/RFP fluorescence ratio, strain VP596. inhibition, % at 21.8 µM. 0.49% of 360,000 active. AID 624304, 2012. C. elegans VP596 Pgst-4::GFP/RFP ratio, 24 h;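 active means interference check ratio from 0.5 to 1.5 plus GFP to RFP signal ratio inhibition reaching or exceeding a fixed threshold, cut at about 30% in these data, passing the limit was not always enough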; further: some compounds called inactive have numbers as strong as hits
Scp-1 inhibitor: Scp-1 phosphatase inhibitors, primary screen, biochemical, colorimetric, uHTS; Carboxy-terminal domain RNA polymerase II polypeptide A small phosphatase 1 (Homo …; Recombinant Scp1, phosphopeptide, malachite green phosphate absorbance; inhibition, % at 20 µM; 0.88% of 340,000 active;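 active means inhibition above about 50% at 20 µM, limit read from the data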;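 further: plate controls were DMSO wells with enzyme for no effect and wells lacking enzyme for full effect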
Target sequence (Q9GZU7 76-261 limits assumed): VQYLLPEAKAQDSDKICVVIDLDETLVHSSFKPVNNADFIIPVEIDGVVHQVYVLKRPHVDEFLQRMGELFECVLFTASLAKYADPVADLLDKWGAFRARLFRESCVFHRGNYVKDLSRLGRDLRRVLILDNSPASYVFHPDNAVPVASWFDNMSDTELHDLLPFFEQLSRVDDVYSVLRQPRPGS
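Test system: SCP-1 phosphatase catalytic domain, residues 76-261 | Compound dosing: One concentration, 20 µM, with 1.0% DMSO | Schedule: 45 min room-temperature reaction, 5 min colour, 30 min stabiliser | Detection: Absorbance at 630 nm | Read-out basis: % inhibition of SCP-1 phosphate liberation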
NRP1-CendR mod: modulators of CendR peptide binding to NRP-1, primary screen, biochemical, fluorescence polarization, uHTS. Neuropilin-1 (Homo sapiens), O14786. 0.85% of 360,000 active. FAM-RPARPAR peptide binding to NRP-1. inhibition, % at 25 µM;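 active means inhibition or corrected inhibition above about 18%, plus a signal ratio from 0.5 to 1.5, limit read from the data, passing the limit was not always enough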; further: strong numbers were not always called active
Rpn11 block: Rpn11 (PSMD14) deubiquitinase inhibitors, primary screen, biochemical, fluorescence polarization, uHTS; 26S proteasome non-ATPase regulatory subunit 14 (Homo sapiens), O00487; human 26S proteasome, Ub4-pepOG fluorescence polarization; 20S core pre-blocked with epoxomicin; calls only at 20 µM; 0.59% of 360,000 active; AID 588493, 2011;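 active means inhibition at 20 µM, scaled to each plate's controls, above about 33%, limit read from the data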
DNMT1 block: human DNMT1 methyltransferase inhibitors, primary screen, biochemical, molecular beacon, fluorescence, HinP1I cleavage, uHTS; DNA (cytosine-5)-methyltransferase 1 (Homo sapiens), P26358; inhibition (reported as % activation of signal), % at 10 µM; 0.83% of 360,000 active; AID 588458, 2011; in the data active means inhibition above about 50%
* marks the source's active call; other numbers are inactive results. An excerpt; the hit share may differ from the screen's.

`Fc1ccccc1N1CCN(Cc2c(F)cccc2F)CC1` gave NadD inh 1.7, MT1-MMP act inh -0.6, SUMO1 PPI mod 2.0, LMPTP block -0.6, STEP block -2.0, SKN-1 block 6.7, Scp-1 inhibitor -3.4, NRP1-CendR mod 4.8, Rpn11 block inactive and DNMT1 block 1.1.
Screening CCOC(=O)c1ccc(NC(=O)c2c(O)[nH]c(=O)[nH]c2=O)cc1 returned NadD inh -6.5, MT1-MMP act inh 3.2, SUMO1 PPI mod -1.3, LMPTP block 3.6, STEP block 1.1, SKN-1 block 3.3, Scp-1 inhibitor -18.1, NRP1-CendR mod -5.3, Rpn11 block inactive and DNMT1 block -1.0.
For CCC(=O)Nc1cc(C(=O)N2CCC3(CC2)OCCO3)ccc1S(=O)(=O)c1ccc(C)cc1 the results were NadD inh 2.0, MT1-MMP act inh 2.3, SUMO1 PPI mod -0.9, LMPTP block -1.4, STEP block 3.0, SKN-1 block -1.1, Scp-1 inhibitor -0.3, NRP1-CendR mod 0.8, Rpn11 block inactive and DNMT1 block -2.1.
For CCC1(C)OC(c2ccccc2)=C/C(=C/C=C2C(=O)NC(=O)NC2=O)O1 (stereo not given) the results were NadD inh 3.0, MT1-MMP act inh -111.8, SUMO1 PPI mod -21.5, LMPTP block 11.7, STEP block -5.8, SKN-1 block 47.8*, Scp-1 inhibitor -8.1, NRP1-CendR mod -180.9 and DNMT1 block 21.2.
N#Cc1ccc(NC(=O)CN2CCCC2)cc1Cl was read as NadD inh -9.4, MT1-MMP act inh 0.7, SUMO1 PPI mod 1.8, LMPTP block 2.4, STEP block -0.9, SKN-1 block -3.5, Scp-1 inhibitor 6.4, NRP1-CendR mod -5.9, Rpn11 block inactive and DNMT1 block -2.8.
For CN1C(=O)C(=Cc2sc(=O)n(-c3ccccc3)c2N(C)C)C(=O)N(C)C1=O the results were NadD inh -9.7, MT1-MMP act inh -23.5, SUMO1 PPI mod -9.5, LMPTP block 1.3, STEP block 4.3, SKN-1 block 23.6, Scp-1 inhibitor -6.9, NRP1-CendR mod -84.8 and DNMT1 block 1.1.
Cc1cc(/C=C2\C(=O)NC(=O)N(c3ccc(F)cc3)C2=O)c(C)n1-c1cccc(C(=O)O)c1 was read as NadD inh 3.7, MT1-MMP act inh -13.3, SUMO1 PPI mod 22.6, LMPTP block -0.7, STEP block 1.9, SKN-1 block 11.2, Scp-1 inhibitor 11.2, NRP1-CendR mod -57.4, Rpn11 block inactive and DNMT1 block 36.7.
CN1CCN(Cc2c(F)cccc2Cl)CC1 was read as NadD inh -3.1, MT1-MMP act inh -0.5, SUMO1 PPI mod 3.4, LMPTP block -3.6, STEP block 0.3, SKN-1 block 6.8, Scp-1 inhibitor 0.1, NRP1-CendR mod 0.1, Rpn11 block inactive and DNMT1 block -3.1.
Cc1cccnc1-n1c(C)nc2ccccc2c1=O was read as NadD inh -3.0, MT1-MMP act inh 0.3, SUMO1 PPI mod -5.1, LMPTP block 1.4, STEP block -0.9, SKN-1 block -18.3, Scp-1 inhibitor -0.4, NRP1-CendR mod -5.5, Rpn11 block inactive and DNMT1 block 0.1.
`CC(C)CC1C(C#N)=C(N)Oc2c1c(=O)oc1ccccc21` (stereo not given) gave NadD inh 0.1, MT1-MMP act inh 2.2, SUMO1 PPI mod 0.2, LMPTP block 0.6, STEP block -1.9, SKN-1 block 28.5, Scp-1 inhibitor -10.3, NRP1-CendR mod -10.8, Rpn11 block inactive and DNMT1 block -2.3.
CC[C@H]1C2C[C@H]3[C@@H]4N(C)c5ccccc5C45C[C@H](C2[C@H]5O)N3[C@@H]1O (stereo not given in full) was read as NadD inh -1.5, MT1-MMP act inh 2.4, SUMO1 PPI mod 6.5, LMPTP block -0.2, STEP block -1.6, SKN-1 block 4.9, Scp-1 inhibitor -9.0, NRP1-CendR mod 14.5, Rpn11 block inactive and DNMT1 block 3.0.
N#Cc1ccc(NC(=O)CN2C(=O)NC3(CCCC3)C2=O)cc1Cl was read as NadD inh -1.3, MT1-MMP act inh 3.1, SUMO1 PPI mod -0.9, LMPTP block -2.4, STEP block -0.5, SKN-1 block 22.4, Scp-1 inhibitor -0.8, NRP1-CendR mod 0.1, Rpn11 block inactive and DNMT1 block -1.3.
For Clc1ccc2c(c1)C(c1ccccc1Cl)=NCc1nnc(Br)n1-2 the results were NadD inh 0.3, MT1-MMP act inh -2.3, SUMO1 PPI mod -2.7, LMPTP block -1.4, STEP block 1.7, SKN-1 block 19.8, Scp-1 inhibitor -2.9, NRP1-CendR mod 1.5, Rpn11 block inactive and DNMT1 block 5.3.
CC(=O)NC(Cc1ccc(N(CCCl)CCCl)cc1)C(=O)NC(C(=O)O)C(C)C (stereo not given) was read as NadD inh -5.9, MT1-MMP act inh -0.4, SUMO1 PPI mod 0.5, LMPTP block -0.5, STEP block 0.7, SKN-1 block 4.1, Scp-1 inhibitor -2.5, NRP1-CendR mod 2.0, Rpn11 block inactive and DNMT1 block -3.6.
For O=S(=O)(c1ccc(Cl)cc1)N1CCCCC1c1cccnc1 (stereo not given) the results were NadD inh -5.0, MT1-MMP act inh 0.4, SUMO1 PPI mod -1.8, LMPTP block -2.1, STEP block 0.9, SKN-1 block -4.0, Scp-1 inhibitor -2.5, NRP1-CendR mod 7.4, Rpn11 block inactive and DNMT1 block -0.6.
COC(=O)C1=C(c2ccc(F)cc2OCc2ccccc2)C[C@@H]2CC[C@H]1N2C(=O)NCCOc1ccccc1Cl was read as NadD inh -2.7, MT1-MMP act inh -7.8, SUMO1 PPI mod -0.8, LMPTP block 6.5, STEP block -0.3, SKN-1 block -11.1, Scp-1 inhibitor -8.2, NRP1-CendR mod -1.1, Rpn11 block inactive and DNMT1 block -9.7.
For COc1ccc(CNCCc2ccc3c(c2)OCO3)c(OC)c1OC the results were NadD inh -10.5, MT1-MMP act inh 0.2, SUMO1 PPI mod -2.3, LMPTP block -0.7, STEP block -2.5, SKN-1 block 12.4, Scp-1 inhibitor 2.2, NRP1-CendR mod 5.7, Rpn11 block inactive and DNMT1 block 1.3.
CCOc1ccc(-n2c(O)c(C=Nc3ccc(N(CC)CC)cc3)c(=O)[nH]c2=O)cc1 was read as NadD inh 18.1, MT1-MMP act inh -7.9, SUMO1 PPI mod -22.7, LMPTP block -0.3, STEP block -1.3, SKN-1 block 11.1, Scp-1 inhibitor -5.2, NRP1-CendR mod 133.7, Rpn11 block inactive and DNMT1 block -5.1.
`O=C(CN1CCOCC1)NCC(=O)Nc1ccc(Br)cc1C(=O)c1ccccc1` gave NadD inh -3.2, MT1-MMP act inh 0.7, SUMO1 PPI mod -0.9, LMPTP block -2.2, STEP block 0.1, SKN-1 block 7.7, Scp-1 inhibitor -10.7, NRP1-CendR mod 0.0, Rpn11 block inactive and DNMT1 block -1.7.
For CCCCCn1c(=O)c(C(=O)Nc2cccc(C)n2)c(O)c2ccccc21 the results were NadD inh 2.7, MT1-MMP act inh -12.1, SUMO1 PPI mod -3.3, LMPTP block -2.5, STEP block 1.6, SKN-1 block 1.6, Scp-1 inhibitor 8.9, NRP1-CendR mod 7.3, Rpn11 block inactive and DNMT1 block 2.5.

3 compounds out of the list, sorted by molar mass, falling.
`O=C(CN1CCOCC1)NCC(=O)Nc1ccc(Br)cc1C(=O)c1ccccc1` gave NadD inh -3.2, MT1-MMP act inh 0.7, SUMO1 PPI mod -0.9, LMPTP block -2.2, STEP block 0.1, SKN-1 block 7.7, Scp-1 inhibitor -10.7, NRP1-CendR mod 0.0, Rpn11 block inactive and DNMT1 block -1.7.
For CCCCCn1c(=O)c(C(=O)Nc2cccc(C)n2)c(O)c2ccccc21 the results were NadD inh 2.7, MT1-MMP act inh -12.1, SUMO1 PPI mod -3.3, LMPTP block -2.5, STEP block 1.6, SKN-1 block 1.6, Scp-1 inhibitor 8.9, NRP1-CendR mod 7.3, Rpn11 block inactive and DNMT1 block 2.5.
N#Cc1ccc(NC(=O)CN2C(=O)NC3(CCCC3)C2=O)cc1Cl was read as NadD inh -1.3, MT1-MMP act inh 3.1, SUMO1 PPI mod -0.9, LMPTP block -2.4, STEP block -0.5, SKN-1 block 22.4, Scp-1 inhibitor -0.8, NRP1-CendR mod 0.1, Rpn11 block inactive and DNMT1 block -1.3.

Other compounds:
For CCC1(O)CCC2C3CCC4=CC(=O)CCC4C3CCC21CC (stereo not given) the results were NadD inh 2.3, MT1-MMP act inh 2.0, SUMO1 PPI mod -2.8, LMPTP block -0.4, STEP block -3.1, SKN-1 block 19.7, Scp-1 inhibitor -5.4, NRP1-CendR mod -3.7, Rpn11 block inactive and DNMT1 block 0.4.
Screening CC(C)c1ccc(NC(=O)N2C[C@H]3C[C@@H](C2)c2cccc(=O)n2C3)cc1 returned NadD inh -6.7, MT1-MMP act inh 8.4, SUMO1 PPI mod 1.5, LMPTP block -1.1, STEP block 0.4, SKN-1 block -10.0, Scp-1 inhibitor 12.2, NRP1-CendR mod 0.6, Rpn11 block inactive and DNMT1 block 1.4.
For COc1ccccc1OCCCn1cc(C(=O)C2CC2)c2ccccc21 the results were NadD inh -3.4, MT1-MMP act inh -6.4, SUMO1 PPI mod 1.8, LMPTP block 2.6, STEP block -0.3, SKN-1 block -4.5, Scp-1 inhibitor -7.4, NRP1-CendR mod -17.6, Rpn11 block inactive and DNMT1 block -1.2.
C[C@]12CCC(=O)C=C1CC[C@@H]1[C@@H]2CC[C@@]2(C)[C@H]1CC[C@]2(C)O was read as NadD inh -1.3, MT1-MMP act inh -3.1, SUMO1 PPI mod -0.9, LMPTP block 0.0, STEP block 1.6, SKN-1 block 8.7, Scp-1 inhibitor -5.5, NRP1-CendR mod -3.6, Rpn11 block inactive and DNMT1 block -4.6.
`Cc1cc(C)nc(/N=C(\N)c2c(O)[nH]c(=O)[nH]c2=O)n1` gave NadD inh -5.7, MT1-MMP act inh 5.5, SUMO1 PPI mod 2.3, LMPTP block -1.1, STEP block -4.6, SKN-1 block 5.4, Scp-1 inhibitor 4.2, NRP1-CendR mod -6.3, Rpn11 block inactive and DNMT1 block 1.4.

Source: PubChem (Sanford-Burnham Center for Chemical Genomics)
